Source: PubChem BioAssay
mut p53 react – re-activators of the mutant p53 pathway | SW480 PUMA-promoter luciferase, p53 mutant reactivation | activation, % at 9.98 µM | 28,000 compounds, 1.5% hits; in the data active means activation above about 52%
STK33 inh – human STK33 kinase inhibition. ADP-Glo luminescence, MBP substrate. inhibition, % at 12.5 µM. Q9BYT3. 27,000 compounds, 0.44% hits; in the data active means inhibition above about 20%
Target sequence (Q9BYT3 whole entry, looked up): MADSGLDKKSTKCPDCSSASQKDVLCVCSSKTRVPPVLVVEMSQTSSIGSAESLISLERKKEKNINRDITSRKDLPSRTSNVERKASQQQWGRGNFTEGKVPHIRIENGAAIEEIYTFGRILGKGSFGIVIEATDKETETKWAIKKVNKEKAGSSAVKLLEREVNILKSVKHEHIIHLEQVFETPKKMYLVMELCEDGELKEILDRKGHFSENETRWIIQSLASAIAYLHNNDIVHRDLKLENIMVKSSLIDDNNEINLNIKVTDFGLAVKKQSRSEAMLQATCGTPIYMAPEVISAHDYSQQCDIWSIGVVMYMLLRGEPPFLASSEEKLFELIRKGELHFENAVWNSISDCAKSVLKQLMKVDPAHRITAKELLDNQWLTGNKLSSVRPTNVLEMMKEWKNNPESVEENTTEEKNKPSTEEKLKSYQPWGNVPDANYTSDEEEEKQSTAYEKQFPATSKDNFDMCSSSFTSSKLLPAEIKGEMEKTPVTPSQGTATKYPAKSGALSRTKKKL
* = called active by the depositor; . = not tested or not shown. A portion of the library; the hit share may differ from the screen's.

The opening 13 compounds as a preview:
SMILES | mut p53 react | STK33 inh
C=CCOC(=O)[C@H]1[C@@H]2C(=O)O[C@@H](c3ccccc3)[C@@H](c3ccccc3)N2[C@@H](c2ccc(OCCOC(=O)[C@H]3C[C@H]4C(=O)N[C@@H](CCCCNC(C)=O)C(=O)N4[C@H]3c3cccc(OCCO)c3)cc2)[C@]12C(=O)Nc1ccccc12 | . | 2
CN(C)CCNc1oc(COc2ccc(Cl)cc2)nc1C#N | -3 | -4
C[C@H]1CN([C@@H](C)CO)C(=O)Cc2cc(NC(=O)Nc3cccc4ccccc34)ccc2O[C@@H]1CN(C)CC1CCCCC1 | . | 4
COc1ccc(CN(C)C[C@H]2OCCCC[C@@H](C)Oc3ccc(NC(=O)C4CCCCC4)cc3C(=O)N([C@H](C)CO)C[C@@H]2C)cc1 | -6 | -9
COC(=O)CSc1nc2sc3c(c2c(=O)n1Cc1ccccc1)CCCC3 | -2 | -1
C[C@@H]1CN([C@@H](C)CO)C(=O)c2cc(N(C)C)ccc2O[C@@H]1CN(C)Cc1ccc2c(c1)OCO2 | 5 | .
Cc1noc(C)c1S(=O)(=O)N(C)C[C@H]1Oc2ccc(NC(=O)Cn3cnnn3)cc2CC(=O)N([C@H](C)CO)C[C@H]1C | . | 1
C[C@H](CO)N1C[C@H](C)[C@H](CN(C)C(=O)NC2CCCCC2)Oc2ncc(-c3cccc(C(F)(F)F)c3)cc2C1=O | . | -1
Cc1noc(C)c1NC(=O)Nc1ccc2c(c1)C(=O)N([C@@H](C)CO)C[C@H](C)[C@H](CN(C)C(=O)Nc1cccc3ccccc13)O2 | . | -2
CC(CO)(CO)NC(=O)NC1CCCCC1 | -7 | -4
O=C(CCCN1C(=O)c2cccc3cccc(c23)C1=O)Nc1ccccc1[N+](=O)[O-] | 30 | 1
Cn1c(SCC(=O)n2c3c(c4ccccc42)CCCC3)nnc1-c1cccc([N+](=O)[O-])c1 | -15 | 0
C[C@H](CO)N1C[C@H](C)[C@H](CN(C)C(=O)CCC(F)(F)F)OCCCC[C@H](C)Oc2ccc(N(C)C)cc2C1=O | 14 | .

This part in full, from the start:
SMILES | mut p53 react | STK33 inh
C=CCOC(=O)[C@H]1[C@@H]2C(=O)O[C@@H](c3ccccc3)[C@@H](c3ccccc3)N2[C@@H](c2ccc(OCCOC(=O)[C@H]3C[C@H]4C(=O)N[C@@H](CCCCNC(C)=O)C(=O)N4[C@H]3c3cccc(OCCO)c3)cc2)[C@]12C(=O)Nc1ccccc12 | . | 2
CN(C)CCNc1oc(COc2ccc(Cl)cc2)nc1C#N | -3 | -4
C[C@H]1CN([C@@H](C)CO)C(=O)Cc2cc(NC(=O)Nc3cccc4ccccc34)ccc2O[C@@H]1CN(C)CC1CCCCC1 | . | 4
COc1ccc(CN(C)C[C@H]2OCCCC[C@@H](C)Oc3ccc(NC(=O)C4CCCCC4)cc3C(=O)N([C@H](C)CO)C[C@@H]2C)cc1 | -6 | -9
COC(=O)CSc1nc2sc3c(c2c(=O)n1Cc1ccccc1)CCCC3 | -2 | -1
C[C@@H]1CN([C@@H](C)CO)C(=O)c2cc(N(C)C)ccc2O[C@@H]1CN(C)Cc1ccc2c(c1)OCO2 | 5 | .
Cc1noc(C)c1S(=O)(=O)N(C)C[C@H]1Oc2ccc(NC(=O)Cn3cnnn3)cc2CC(=O)N([C@H](C)CO)C[C@H]1C | . | 1
C[C@H](CO)N1C[C@H](C)[C@H](CN(C)C(=O)NC2CCCCC2)Oc2ncc(-c3cccc(C(F)(F)F)c3)cc2C1=O | . | -1
Cc1noc(C)c1NC(=O)Nc1ccc2c(c1)C(=O)N([C@@H](C)CO)C[C@H](C)[C@H](CN(C)C(=O)Nc1cccc3ccccc13)O2 | . | -2
CC(CO)(CO)NC(=O)NC1CCCCC1 | -7 | -4
O=C(CCCN1C(=O)c2cccc3cccc(c23)C1=O)Nc1ccccc1[N+](=O)[O-] | 30 | 1
Cn1c(SCC(=O)n2c3c(c4ccccc42)CCCC3)nnc1-c1cccc([N+](=O)[O-])c1 | -15 | 0
C[C@H](CO)N1C[C@H](C)[C@H](CN(C)C(=O)CCC(F)(F)F)OCCCC[C@H](C)Oc2ccc(N(C)C)cc2C1=O | 14 | .
COc1ccc(C#Cc2cnc3c(c2)C(=O)N([C@H](C)CO)C[C@@H](C)[C@@H](CN(C)CC2CCOCC2)O3)cc1 | -5 | .
Cc1cc(C(=O)NN2C3CSC2CS3)no1 | -6 | .
COc1ccc(C)cc1S(=O)(=O)N1CCC(C(=O)Nc2cccc(SC)c2)CC1 | 1 | -5
Cc1ccc(S(=O)(=O)N(C)C[C@H]2Oc3ccc(NS(=O)(=O)c4cn(C)cn4)cc3CC(=O)N([C@@H](C)CO)C[C@@H]2C)cc1 | . | 0
COCC(=O)N(C)C[C@@H]1Oc2cc(C#Cc3cccnc3)ccc2S(=O)(=O)N([C@H](C)CO)C[C@@H]1C | -7 | .
CC(=O)N1CCN(c2ccc(OC[C@H]3CO[C@](Cn4ccnc4)(c4ccc(Cl)cc4Cl)O3)cc2)CC1 | . | -3
C=CCNC(=O)[C@@H]1[C@H]2C(=O)O[C@H](c3ccccc3)[C@H](c3ccccc3)N2[C@H](c2ccccc2OCCO)[C@@]12C(=O)N(C(=O)OCCOC)c1ccccc12 | . | 8
C[C@@H]1CN([C@H](C)CO)C(=O)c2cccc(N(C)C)c2O[C@@H]1CN(C)Cc1ccccc1 | 3 | .
CC(C)C#Cc1ccc2c(c1)O[C@H](CN(C)C(=O)c1ccccc1)[C@H](C)CN([C@H](C)CO)S2(=O)=O | -10 | .
Cc1noc(C)c1NC(=O)N(C)C[C@@H]1Oc2ccc(NC(=O)NC(C)C)cc2CC(=O)N([C@@H](C)CO)C[C@H]1C | -7 | .
CNC[C@H]1Oc2ccc(NC(=O)Nc3ccc4c(c3)OCO4)cc2C(=O)N([C@H](C)CO)C[C@H]1C | 0 | .
COc1ccc(NC(=O)COc2ccccc2)cc1NC(=O)c1ccco1 | 36 | 1
Cc1noc(C)c1S(=O)(=O)Nc1ccc2c(c1)CC(=O)N([C@@H](C)CO)C[C@@H](C)[C@@H](CN(C)S(C)(=O)=O)O2 | . | 2
C[C@@H]1CN([C@@H](C)CO)C(=O)c2cccc(NC(=O)NC3CCCCC3)c2O[C@H]1CN(C)S(=O)(=O)c1cccs1 | -4 | .
C[C@H](CO)N1C[C@H](C)[C@H](CN(C)C(=O)Nc2ccc3c(c2)OCO3)Oc2ncc(-c3cccc(C(F)(F)F)c3)cc2C1=O | . | -1
O=[N+]([O-])c1ccc2nc(CSc3nc4ccccc4o3)[nH]c2c1 | -9 | 1
C[C@@H]1CN([C@@H](C)CO)C(=O)CCCn2cc(nn2)CO[C@H]1CN(C)Cc1ccccc1 | 8 | -2
Cc1cc(C)c(NC(=O)CN(c2ccc(Cl)cc2)S(C)(=O)=O)c(C)c1 | -26 | -4
C=CCN1C(=O)[C@@]2(O[C@@H](CCn3cc(CCO)nn3)[C@H]([Si](C)(C)c3ccc(OC)cc3)[C@H]2C)c2cc(N3CCOC3=O)ccc21 | . | -1
CCOC(=O)Cn1c(=O)c(C(N)=S)cn(C(C)C)c1=O | -4 | .
CC(C)NC(=O)N(C)C[C@@H]1Oc2ncc(C#Cc3ccc(C(F)(F)F)cc3)cc2C(=O)N([C@H](C)CO)C[C@@H]1C | -13 | .
Cc1cc(C)c(C#N)c(SCC(=O)Nc2ccc(C(N)=O)cc2)n1 | 105* | -3
Nc1c(S(=O)(=O)O)cc(Nc2ccc(Cl)cc2)c2c1C(=O)c1ccccc1C2=O | -17 | .
C[C@H](CO)N1C[C@H](C)[C@@H](CN(C)Cc2ccncc2)Oc2ccc(NC(=O)Nc3ccc4c(c3)OCO4)cc2C1=O | 3 | .
C[C@@H]1CN([C@H](C)CO)C(=O)c2cc(NS(=O)(=O)c3ccccc3)ccc2O[C@H]1CN(C)C(=O)Nc1ccc(C(F)(F)F)cc1 | -2 | .
C[C@H](CO)N1C[C@H](C)[C@H](CN(C)Cc2ccc3c(c2)OCO3)Oc2ccc(N(C)C)cc2C1=O | 5 | .
C[C@H]1CN([C@@H](C)CO)C(=O)CCCn2cc(nn2)CO[C@@H]1CN(C)S(=O)(=O)c1ccc(C#N)cc1 | 3 | -1
Cc1ccc(S(=O)(=O)Nc2ccc3c(c2)C(=O)N([C@@H](C)CO)C[C@H](C)[C@H](CN(C)C(=O)Nc2ccc(F)cc2)O3)cc1 | . | 1
O=C(CCc1nc2ccccc2[nH]1)Nc1cccc(C(F)(F)F)c1 | 9 | 1
N#Cc1ccc(NC(=O)CCC(=O)O)cc1 | -6 | 1
Cc1cccc(-n2c(SCC(=O)Nc3ccc(Br)cc3F)nnc2-c2ccccc2)c1 | -50 | 6
Cc1noc(C)c1S(=O)(=O)N(C)C[C@H]1OCCCC[C@@H](C)Oc2ccc(N(C)C)cc2C(=O)N([C@H](C)CO)C[C@@H]1C | 9 | -6
Cc1cc(C(=O)Nc2cccc3c2O[C@@H](CN(C)Cc2ccccc2)[C@H](C)CN([C@H](C)CO)C3=O)n(C)n1 | 10 | .
Clc1ccc(-c2nc(Sc3nc(-c4cccs4)ns3)n[nH]2)cc1 | . | -1
C[C@H](CO)N1C[C@H](C)[C@H](CN(C)Cc2ccc(C(=O)O)cc2)Oc2ncc(-c3ccc(C(=O)N(C)C)cc3)cc2C1=O | 4 | .
CC(Oc1ccccc1)C(=O)Nc1cc([N+](=O)[O-])ccc1O (stereo not drawn) | 38 | 0
O=S(=O)(Nc1ccc2c(c1)OCCO2)c1csc(-c2cc(C(F)(F)F)on2)c1 | -4 | .
C[C@H]1CN([C@@H](C)CO)C(=O)c2cc(/C=C/c3ccccc3)cnc2O[C@@H]1CN(C)C(=O)c1ccc2c(c1)OCO2 | -5 | .
CCCC(O)C#Cc1cnc2c(c1)C(=O)N([C@H](C)CO)C[C@H](C)[C@H](CN(C)S(=O)(=O)c1cccc(OC)c1)O2 (stereo partly drawn) | . | 0
Cc1noc(C)c1NC(=O)Nc1cccc2c1O[C@@H](CN(C)Cc1ccc(C(F)(F)F)cc1)[C@H](C)CN([C@@H](C)CO)C2=O | 7 | .
Cc1ccc(S(=O)(=O)N(C)CC(=O)Nc2cccc(I)c2)cc1 | 0 | -1
COc1ccc(NC(=O)CSc2nc(C)cc(C(F)(F)F)n2)c([N+](=O)[O-])c1 | 11 | 0
CC(C)NC(=O)N(C)C[C@H]1OCCCC[C@@H](C)Oc2ccc(NC(=O)c3ccncc3)cc2C(=O)N([C@@H](C)CO)C[C@H]1C | 10 | .
Cc1noc(C)c1S(=O)(=O)Nc1ccc2c(c1)CC(=O)N([C@@H](C)CO)C[C@H](C)[C@@H](CN(C)Cc1ccc3c(c1)OCO3)O2 | . | 0
C[C@H](CO)N1C[C@H](C)[C@H](CN(C)Cc2cccc(C(F)(F)F)c2)Oc2ncc(-c3cc4ccccc4o3)cc2C1=O | . | 0
CC(C)NC(=O)Nc1ccc2c(c1)C(=O)N([C@@H](C)CO)C[C@@H](C)[C@H](CN(C)C(=O)CCCN(C)C)OCCCC[C@@H](C)O2 | 10 | .
CC(C)CC(=O)N[C@H](C(=O)N[C@H](C(=O)N[C@@H](CC(C)C)[C@@H](O)CC(=O)N[C@@H](C)C(=O)N[C@@H](CC(C)C)[C@@H](O)CC(=O)O)C(C)C)C(C)C | . | -2

(listing goes on)
SMILES | mut p53 react | STK33 inh
Cc1c2c(=O)[nH]ncc2c(-c2ccccc2)n1CCSCc1c(F)cccc1Cl | 0 | .
Cc1c(CCC(=O)O)c(=O)oc2cc(OCC(=O)O)ccc12 | -4 | -5
Cc1nn(C)cc1CNC(=O)c1cnn2c(C(F)F)cc(C3CC3)nc12 | -14 | 2
C[C@@H]1CN([C@H](C)CO)C(=O)c2cccc(NC(=O)c3nc4ccccc4s3)c2O[C@@H]1CN(C)S(C)(=O)=O | 4 | .
CCc1nc2ccccc2n1CCC(=O)O | -20 | 4
C[C@@H]1CN([C@@H](C)CO)C(=O)c2cc(NC(=O)CCC(F)(F)F)ccc2O[C@@H](C)CCCCO[C@@H]1CN(C)C(=O)c1ccncc1 | 12 | .
COc1ccc(CN(C)C[C@H]2Oc3ccc(NC(=O)c4ccncc4)cc3C(=O)N([C@H](C)CO)C[C@@H]2C)cc1 | -4 | .
Cc1c(C(=O)C2C(=O)C(=O)N(CCN3CCOCC3)C2c2ccccn2)cnn1-c1ccccc1 (stereo not drawn) | -2 | 0
C=CCN1C(=O)[C@]2(CCS(=O)(=O)c3ccccc3)N=C(c3ccc(OCCCO)cc3)O[C@@H]2c2ccccc21 | . | -3
CC(C)NC(=O)Nc1ccc2c(c1)C(=O)N([C@H](C)CO)C[C@H](C)[C@@H](CN(C)C(=O)Nc1ccccc1)OCCCC[C@@H](C)O2 | 8 | -6
Cc1cc(C)c(NC(=O)CN(c2cccc3ccccc23)S(C)(=O)=O)c(C)c1 | -1 | -2
C[C@@H]1CN([C@H](C)CO)C(=O)c2cc(C#CCN(C)C)cnc2O[C@@H]1CN(C)C(=O)c1ccc(F)cc1 | 5 | .
C[C@H]1CN([C@@H](C)CO)C(=O)Cc2cc(N(C)C)ccc2O[C@@H]1CN(C)S(=O)(=O)c1cn(C)cn1 | 8 | 3
CNC[C@H]1Oc2ccc(NC(=O)Nc3ccc(OC)cc3)cc2C(=O)N([C@@H](C)CO)C[C@@H]1C | 10 | 1
C[C@H](CO)N1C[C@H](C)[C@@H](CN(C)S(=O)(=O)c2ccc(F)cc2)Oc2ncc(C#CC3CCCCC3)cc2C1=O | -25 | .
CC[C@H](NS(=O)(=O)c1ccc(C)cc1)C(=O)Oc1cc2oc(=O)cc(C)c2cc1Cl | 3 | 1
COC(=O)CN(c1ccccc1)S(=O)(=O)c1ccc(F)cc1 | 4 | 0
COc1ccccc1CNC(=O)C[C@@H]1C[C@@H]2c3cc(NC(=O)C4CCOCC4)ccc3O[C@@H]2[C@@H](CO)O1 | -5 | .
Cc1ccc(C(=O)c2ccc(C)c(C)c2)cc1C | . | -1
O=C(O)CN(CC(=O)O)S(=O)(=O)c1ccc(Cl)cc1 | 5 | 1
CC(C)NC(=O)Nc1ccc2c(c1)C(=O)N([C@@H](C)CO)C[C@@H](C)[C@H](CN(C)C(=O)Nc1ccccc1)O2 | 5 | .
Cc1noc(C)c1NC(=O)Nc1ccc2c(c1)CC(=O)N([C@@H](C)CO)C[C@H](C)[C@@H](CN(C)S(=O)(=O)c1ccc(Cl)cc1)O2 | . | 3
